Bioassay records (PubChem BioAssay)
MITF primary = human MITF inhibition, primary screen; inhibition, % at 2.6 µM; 0.91% of 650,000 active; AlphaScreen MITF homodimerization, bead proximity signal; in the data active = inhibition above about 50%;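 note: 0% = vehicle wells with protein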
Target sequence (O75030 whole entry, looked up): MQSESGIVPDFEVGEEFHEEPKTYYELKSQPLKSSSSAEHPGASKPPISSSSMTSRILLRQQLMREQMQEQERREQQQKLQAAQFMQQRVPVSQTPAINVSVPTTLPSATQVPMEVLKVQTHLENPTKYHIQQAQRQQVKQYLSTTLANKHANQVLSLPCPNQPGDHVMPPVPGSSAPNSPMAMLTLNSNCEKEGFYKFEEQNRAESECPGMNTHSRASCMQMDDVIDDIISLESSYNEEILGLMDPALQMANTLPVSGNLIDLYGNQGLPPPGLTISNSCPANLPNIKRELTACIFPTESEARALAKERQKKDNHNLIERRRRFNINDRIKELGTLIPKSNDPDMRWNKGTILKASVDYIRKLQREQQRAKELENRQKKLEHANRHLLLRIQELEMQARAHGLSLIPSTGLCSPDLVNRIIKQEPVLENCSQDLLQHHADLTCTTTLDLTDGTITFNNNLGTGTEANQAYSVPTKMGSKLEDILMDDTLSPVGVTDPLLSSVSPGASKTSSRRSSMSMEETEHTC
GPR151 activ = human GPR151 activation | PathHunter beta-arrestin GPR151 cells, luminescence | activation, % at 11.2 µM | 1% of 650,000 active | AID 1508602; in the data active = activation above about 4.9%;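 note: 0% = median of compound wells and 100% = cells with positive control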
Target sequence (Q8TDV0 whole entry, looked up): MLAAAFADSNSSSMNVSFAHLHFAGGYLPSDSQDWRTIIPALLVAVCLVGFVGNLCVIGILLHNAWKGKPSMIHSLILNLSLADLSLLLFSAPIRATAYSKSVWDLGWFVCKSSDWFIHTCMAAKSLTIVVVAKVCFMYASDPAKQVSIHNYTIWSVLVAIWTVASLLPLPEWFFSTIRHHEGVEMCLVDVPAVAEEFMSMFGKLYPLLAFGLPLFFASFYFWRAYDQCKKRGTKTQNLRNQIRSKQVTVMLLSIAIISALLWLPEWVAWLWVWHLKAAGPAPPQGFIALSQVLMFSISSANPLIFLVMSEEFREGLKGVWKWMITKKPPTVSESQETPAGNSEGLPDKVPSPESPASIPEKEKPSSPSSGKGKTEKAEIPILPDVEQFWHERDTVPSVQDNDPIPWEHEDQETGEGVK
TEAD-YAP block = TEAD-YAP interaction inhibition; AID 1259422; HEK-TIYL cells, TEAD-Gal4/YAP UAS-luciferase luminescence; 1.4% of 640,000 active; inhibition, % at 9.12 µM; in the data active = inhibition above about 32%;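 note: 0% = median of test compound wells and 100% = reference inhibitor wells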
FBW7 act = activators of human E3 ligase FBW7. normalized activity (activation), % at 26.1 µM. Q969H0. AlphaScreen FBW7–phospho-cyclin E peptide binding, activator screen. 0.13% of 650,000 active; in the data active = normalized activity above about 1.9%;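 note: purified mutant Fbw7 with reduced substrate affinity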
* = called active by the depositor; . = no result given; & = joins results of further samples. Rows were taken by chance; 3.5% or so of the library scored in one or more.

SMILES	MITF primary	GPR151 activ	TEAD-YAP block	FBW7 act
CCN(CC)C(=O)C1CCCN(c2ccc(-n3cc(CC(=O)NCc4ccccc4)c4ccccc43)nn2)C1 (stereo unspecified)	-3	-1.2	-10	0.0
O=C(NC1CC1)c1cccnc1SCc1ccccc1F	-11	0.7	-9	0.1
Cc1ccc(CNC(=O)CSc2nnc(-c3ccc(C)cc3)c(-c3ccc(C)cc3)n2)cc1	2	-0.2	-17	-0.1
CC(=O)Nc1ccc(NC(=O)/C=C/c2ccc(-c3cccc([N+](=O)[O-])c3)o2)cc1	6	0.1	4	0.3
O=C(NC1CCCC1)c1ccc([N+](=O)[O-])cc1[N+](=O)[O-]	0	0.8	2	0.0
CC(C(=O)NCc1cccnc1)n1c2ccccc2c2cnn(C)c(=O)c21 (stereo unspecified)	22	-0.7	4	-0.1
CCCN(c1ccc(OCC)cc1)S(=O)(=O)c1cc2c(cc1Cl)NC(=O)CO2	-8	2.8	-3	-0.1
Cc1noc(C)c1-c1nc(C(=O)NC2CC2)cs1	16	-0.6	-8	-0.1
COc1ccc(N2CCSC2)cc1	19	0.1	-14	0.2
CCCOc1ccc(C(=O)C(CCC(CN(C)C)C(=O)c2ccc(OCCC)cc2)CN(C)C)cc1 (stereo unspecified)	7	0.0	-9	-0.2
CC1(C)C(=O)NCCN1C(=O)CC1C(=O)NCCN1CC(c1ccccc1)c1ccccc1 (stereo unspecified)	-7	1.4	-2	0.1
COc1ccc(OC)c(CN2CCC(C(=O)NCc3ccc(C)cc3)CC2)c1	23	-0.8	3	-0.3
Cc1ccc(Cn2c(=N)n(CCOc3ccccc3)c3ccccc32)cc1	9	1.9	7	-0.1
Cc1cccc(OCC(=O)N/N=C/c2c(C)[nH]c3ccccc23)c1	15	3.6	-1	0.1
CCC(C)(C(=O)NC1CCCC1)N(CC1CCCO1)C(=O)Cc1cccs1 (stereo unspecified)	8	-0.6	-1	-0.1
COc1cccc(CN2CCNC(=O)C2CC(=O)NCCSc2nccn2C)c1OC (stereo unspecified)	-2	0.3	7	0.1
Cc1cccc(CC(=O)Nc2cnn(-c3cccc(-n4cc(-c5cccc(C)c5)nn4)c3)c2)c1	2	-1.2	-9	1.1
CC1OC(NNC(=O)c2cccnc2)C(O)C(O)C1O (stereo unspecified)	2	-1.5	-7	-0.1
COCCN(C(=S)Nc1cc(Cl)cc(Cl)c1)C1CCN(C(C)=O)CC1	-4	0.0	-7	-0.3
O=C(CCSc1nc2cc(Cl)ccc2o1)N1CCOCC1	-1	0.1	-7	-0.1
C[C@@H]1C[C@H]2[C@@H]3CCC4=CC(=O)C=C[C@]4(C)[C@@]3(F)[C@@H](O)C[C@]2(C)C1(O)C(=O)CO (stereo partly specified)	-2	2.5	-12	0.0
O=C(CN1C(=O)C2C3C=CC(C3)C2C1=O)NCCCN1CCN(c2ccccc2F)CC1 (stereo unspecified)	-14	-0.3	-4	-0.1
COc1ccc2c(c1)O[C@@H](c1ccc3c(c1)OCO3)C(OC(=O)NCc1ccco1)C2=O (stereo partly specified)	26	0.7	.	0.2
COc1cc(S(=O)(=O)N2CCN=C2c2ccccc2)ccc1F	14	-1.3	1	0.3
COc1ccc(Cl)cc1NC(=O)CCCn1cnc(-c2ccccc2)cc1=O	9	1.3	-5	0.5

Additional results:
SMILES	MITF primary	GPR151 activ	TEAD-YAP block	FBW7 act
Cc1ccc(C(=O)CSc2n[nH]c(-c3ccncc3)n2)cc1C	-7	-0.3	-1	-0.1
COc1cc(C(=O)OCCNC(=O)c2cccnc2)cc(OC)c1OC	12	1.3	7	0.0
CC(=O)N1CCc2cc(C(O)CN3CCN(c4ccc([N+](=O)[O-])cc4)CC3)ccc21 (stereo unspecified)	0	0.0	27	0.0
COC(=O)CSc1nc(N2CCOCC2)c2c(c1C#N)CC(C)(C)N(C)C2	-14	0.1	2	-0.4
C=CCn1c(O)c(C2=c3ccccc3=NC2=O)sc1=N	36	1.3	7	-0.4
S=c1[nH]nc(-c2ccco2)n1/N=C/c1ccccn1	-1	1.3	-7	0.0
COc1ccccc1CNc1nc(C)nc2sc(C)cc12	1	2.1	48*	0.4
CCOC(=O)/C(=C\c1ccc(-c2ccc(S(N)(=O)=O)cc2)o1)C(C)=O	3	2.1	3	-0.1
Cc1cc2c(o1)c1cnn(CC(=O)NCC3CC3)c(=O)c1n2C(C)C	7	-0.7	-4	-0.1
CC(C)(C)c1ccc(C(=O)OCC(=O)c2ccc[nH]2)cc1	1	-0.8	-1	0.0
O=C(Nc1nnc(-c2cccc([N+](=O)[O-])c2)o1)C(c1ccccc1)c1ccccc1	8	-0.5	1	-0.1
Nc1c(C(=O)C2CC2)oc2ccccc12	19	-1.6	-29	0.0
COC(=O)c1sc(N2C(=O)C(O)=C(C(=O)c3cccs3)C2c2ccc(OC)cc2)nc1C (stereo unspecified)	10	-0.6	-9	-0.1
c1csc(C2CCCN2c2nc3nonc3nc2NC2CCCC2)n1 (stereo unspecified)	5	0.6	-7	0.0
COc1ccc(OC)c(-c2csc(NC(=O)c3ccc([N+](=O)[O-])o3)n2)c1	4	-1.0	23	0.1
CCN1CC=C2C(C#N)=C(N)C(C#N)(C#N)C(c3cccnc3)C2C1 (stereo unspecified)	12	-0.4	-2	0.0
CCc1ccc(OCC(=O)NCc2nc(-c3ccc(OC)cc3)no2)c(Br)c1	-3	-0.2	-3	-0.2
CCN(CC)CCCNC(=O)Cn1ncn2c(cc3sccc32)c1=O	-7	0.4	12	-0.1
NC(=O)c1c(Cl)nc(Cl)c(Cl)c1Cl	3	0.6	-2	0.2
CCOC(=O)c1sc2nc(CN3CCOCC3)nc(Cl)c2c1C	9	0.5	1	-0.1
CCNc1nc(NCC)n2c(SCC(=O)Nc3cc(C)ccc3C)nnc2n1	-9	-3.0	-3	0.0
CCCS(=O)(=O)NCC(c1ccc(N(C)C)cc1)N1CCN(c2ccccc2)CC1 (stereo unspecified)	9	0.6	-7	-0.1
O=C(CN1C(=O)CN(c2ccc(Br)cc2)C1=O)Nc1ccc2ccccc2c1	-4	1.0	12	-0.2
CCC(C)N=CC1=C(O)CC(c2ccccc2)CC1=O (stereo unspecified)	-3	1.5	-2	-0.1
COc1cccc(NC(=O)N2CCC(n3nnc4cc(F)ccc43)CC2)c1	16	-0.9	-2	-0.2

Whole records from above.
Results for O=C(CN1C(=O)CN(c2ccc(Br)cc2)C1=O)Nc1ccc2ccccc2c1 = MITF primary: -4; GPR151 activ: 1.0; TEAD-YAP block: 12; FBW7 act: -0.2
Results for Cc1noc(C)c1-c1nc(C(=O)NC2CC2)cs1 = MITF primary: 16; GPR151 activ: -0.6; TEAD-YAP block: -8; FBW7 act: -0.1

More records:
SMILES	MITF primary	GPR151 activ	TEAD-YAP block	FBW7 act
CN(C)c1ncc(CN2CCC(n3nccc3NC(=O)C3CCCC3)CC2)s1	0	0.1	10	0.1
O=C(NC1CCN(Cc2ccccc2)CC1)C1CCCN(S(=O)(=O)c2cnc[nH]2)C1 (stereo unspecified)	1	0.8	11	0.0
CC1(C)CC(=O)C2=C(C1)OC(N)=C(C#N)C2c1ccc(N2CCCC2)cc1 (stereo unspecified)	0	-0.2	2	-0.2
Cc1cccc(C(=O)Nc2ccc(C(=O)N/N=C/c3ccc([N+](=O)[O-])s3)cc2)c1	10	-0.5	-6	0.1
CC1CCc2c(sc(NC(=O)c3nn4c(C(F)(F)F)cc(-c5ccccc5)nc4c3Cl)c2C(N)=O)C1 (stereo unspecified)	21	-1.0	1	0.0
COc1ccc(N=C2SC(C(=O)N3CCN(c4ccc([N+](=O)[O-])cc4)CC3)CC(=O)N2C)cc1 (stereo unspecified)	7	-0.1	15	0.4
CCCNc1nc(Cl)nc2c1ncn2-c1ccccc1	12	0.4	-24	0.0
COc1ccc(N(C(=O)c2ccco2)C(C(=O)NC2CCCC2)c2ccncc2)cc1OC (stereo unspecified)	17	1.4	4	0.3
Cc1ccc(C(=O)Nc2ccc(C(=O)NCCNC(=O)C3CC3)cc2)cc1	3	-0.4	12	0.1
CC(NC(=O)Cc1cccs1)c1ccncc1 (stereo unspecified)	-12	-0.2	2	-0.2
O=C(Cn1c(=O)n(Cc2ccco2)c(=O)c2c3c(sc21)CCCC3)Nc1ccccc1	6	-0.3	4	0.0
COc1cccc(NC(=O)/C(C#N)=C/c2ccc([N+](=O)[O-])o2)c1	-10	3.6	-4	0.2
CCc1nc2ccccc2c2nn(CC(=O)NCCOC)c(=O)n12	2	2.4	-1	-0.1
Cc1cccc(N2CCN(C(=O)c3ccc(S(=O)(=O)Cc4ccccc4F)c([N+](=O)[O-])c3)CC2C)c1 (stereo unspecified)	7	-0.3	11	-0.2
Cc1cccc(N=Cc2c(O)n(-c3ccc(F)cc3)c(=O)[nH]c2=O)c1	-8&12	0.4&-1.1	-6&-8	0.0&0.1
Cc1ccc(-c2c(Nc3ccc(Cl)cc3)c(=O)c2=O)cc1	3	5.0*	-3	0.0
COCCCNC(=S)NCCc1ccc(F)cc1	-1	1.1	-28	-0.2
CC1=CC(=C2C(=O)NC(=S)NC2=O)C=C(C(F)(F)F)O1	17	0.3	10	-0.1
COc1ccc(Br)cc1/C=C1\Oc2cc(OC(=O)N3CCOCC3)ccc2C1=O	8	0.5	-1	0.2
N#C/C(=C\c1ccc(N2CCOCC2)cc1)c1ccccc1	-2	1.8	-30	-0.1
COc1ccc(CN(C(C)=O)c2cccc(C)c2C)cc1	-2	-0.1	3	0.1
CC1CCCN(C2=NC(=O)/C(=C\c3cccc(O)c3)S2)C1 (stereo unspecified)	-2	-0.6	-9	-0.4
CCCC1CCC(C2=N/C(=C\c3cccc(Cl)c3)C(=O)O2)CC1 (stereo unspecified)	16	-0.5	5	0.1
O=C1c2ccccc2C(=O)N1/N=C/c1ccc(O)c(O)c1O	92*	1.1	-5	-0.5
CC(=O)NC(C)Cc1cn(Cc2ccccc2)c2ccccc12 (stereo unspecified)	-6	0.8	0	0.0

Just FBW7 act, GPR151 activ and MITF primary, for 3 of the compounds above:
smiles,FBW7 act,GPR151 activ,MITF primary
COc1ccc(N=C2SC(C(=O)N3CCN(c4ccc([N+](=O)[O-])cc4)CC3)CC(=O)N2C)cc1 (stereo unspecified),0.4,-0.1,7
CCCNc1nc(Cl)nc2c1ncn2-c1ccccc1,0.0,0.4,12
COc1ccc(N(C(=O)c2ccco2)C(C(=O)NC2CCCC2)c2ccncc2)cc1OC (stereo unspecified),0.3,1.4,17

Further structures.
SMILES	MITF primary	GPR151 activ	TEAD-YAP block	FBW7 act
O=C(COC(=O)c1ccc([N+](=O)[O-])o1)Nc1ccc2c(c1)OCO2	-5	-1.4	10	0.0
COc1ccc(-c2nnc(SCC(=O)Nc3nnc(C)s3)n2C)cc1	3	0.1	4	-0.1
COCCCNC(=O)c1ccc(CSc2ccc(Cl)cc2)cc1	-1	-1.0	-8	-0.2
COc1cccc(N2C(=O)NC(=O)/C(=C/c3cn(C(C)=O)c4ccccc34)C2=O)c1	13	-0.1	5	-0.2
C/C(=N\S(=O)(=O)c1ccc(C)cc1)N1CCCCC1	-8	0.0	1	-0.1
COc1ccc(C2NC(=O)c3c(sc4c3CCCC4)N2)c(OC)c1 (stereo unspecified)	-5	-1.4	-17	-0.2
O=C(CN1CCCc2ccccc21)NNC(=O)Nc1ccc(Cl)c(Cl)c1	5	-0.4	6	0.2
CCCC1=C(C(=O)OCC)C(c2ccccc2OC)NC(=O)N1C (stereo unspecified)	-4	-1.4	10	-0.1
CC(C)c1ccc(NC(=O)C2(c3cccs3)CCOCC2)cc1	-11	2.0	-1	-0.2
Cc1oc2c(O)c(O)ccc2c(=O)c1-c1ccccc1Cl	1	0.7	-8	-0.4
O=C1CC(N2CCN(c3ccc(F)cc3)CC2)C(=O)N1c1cccc([N+](=O)[O-])c1 (stereo unspecified)	-1	1.3	-2	-0.3
CC1(c2ccc3c(c2)OCCO3)NC(=O)N(CN2CCN(c3ccccc3)CC2)C1=O (stereo unspecified)	-9	1.2	12	-0.6
CC(=O)c1cccc(NC(=O)/C=C/c2ccc(Cl)c([N+](=O)[O-])c2)c1	1	-1.2	8	0.4
Cc1ccc2c(c1)NC(=O)C(CC(=O)NCCCN1CCCCC1)O2 (stereo unspecified)	10	0.4	8	0.7
O=C(C1CC1)N1CCc2cc(-c3csc(NCC4CCCO4)n3)ccc21 (stereo unspecified)	16	1.2	-13	0.5
COc1cccc(C(=O)Oc2cccc(N3C(=O)C4CCCCC4C3=O)c2)c1 (stereo unspecified)	2	0.0	-3	0.1
Cc1ccc(Cl)c(NC(=O)CSc2nc(N)cc(=O)[nH]2)c1Cl	-11	2.2	3	-0.1
O=C(O)C1C2C=CC(C2)C1C(=O)N1CCN(CCO)CC1 (stereo unspecified)	-5	0.9	-5	0.0
Oc1c(Cl)cc(Cl)cc1CNc1nc2ccccc2[nH]1	4	1.6	-2	-0.2

Copied from the listing (3 entries):
SMILES	MITF primary	GPR151 activ	TEAD-YAP block	FBW7 act
Cc1ccc(Cl)c(NC(=O)CSc2nc(N)cc(=O)[nH]2)c1Cl	-11	2.2	3	-0.1
O=C(O)C1C2C=CC(C2)C1C(=O)N1CCN(CCO)CC1 (stereo unspecified)	-5	0.9	-5	0.0
Oc1c(Cl)cc(Cl)cc1CNc1nc2ccccc2[nH]1	4	1.6	-2	-0.2

Four of the compounds above, with two lines to a compound.
Values in the order – MITF primary | GPR151 activ | TEAD-YAP block | FBW7 act
- CCCC1=C(C(=O)OCC)C(c2ccccc2OC)NC(=O)N1C (stereo unspecified)
→ -4 | -1.4 | 10 | -0.1
- CC(C)c1ccc(NC(=O)C2(c3cccs3)CCOCC2)cc1
→ -11 | 2.0 | -1 | -0.2
- CC1(c2ccc3c(c2)OCCO3)NC(=O)N(CN2CCN(c3ccccc3)CC2)C1=O (stereo unspecified)
→ -9 | 1.2 | 12 | -0.6
- O=C(O)C1C2C=CC(C2)C1C(=O)N1CCN(CCO)CC1 (stereo unspecified)
→ -5 | 0.9 | -5 | 0.0
